# Source: PubChem BioAssay
# Hsp70 act: switches on Hsp70 transcription. HeLa Hsp70 promoter luciferase reporter, luminescence; scaled: vehicle 0, proteasome-inhibitor control 100%. activation, % at 10 µM. 200,000 compounds, 0.04% hits;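 active = activation above the mean across all tested compounds plus 3 SD, cutoff set per campaign, cut at about 5.5% in these data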;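 note: 100% = MG132 at 30 µM as the positive control and 0% = DMSO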
# PMI act: increases human mannose-6-phosphate isomerase activity | purified human PMI, coupled resazurin fluorescence, 20 min; hits give high values; 1 = vehicle control, 0 substrate-free wells | activation factor at 20 µM | AID 1214 | P34949 | 190,000 compounds, 0.005% hits;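 active = activation factor of 2 or more at 20 µM, relative to plate controls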
# Target sequence (P34949 whole entry, looked up): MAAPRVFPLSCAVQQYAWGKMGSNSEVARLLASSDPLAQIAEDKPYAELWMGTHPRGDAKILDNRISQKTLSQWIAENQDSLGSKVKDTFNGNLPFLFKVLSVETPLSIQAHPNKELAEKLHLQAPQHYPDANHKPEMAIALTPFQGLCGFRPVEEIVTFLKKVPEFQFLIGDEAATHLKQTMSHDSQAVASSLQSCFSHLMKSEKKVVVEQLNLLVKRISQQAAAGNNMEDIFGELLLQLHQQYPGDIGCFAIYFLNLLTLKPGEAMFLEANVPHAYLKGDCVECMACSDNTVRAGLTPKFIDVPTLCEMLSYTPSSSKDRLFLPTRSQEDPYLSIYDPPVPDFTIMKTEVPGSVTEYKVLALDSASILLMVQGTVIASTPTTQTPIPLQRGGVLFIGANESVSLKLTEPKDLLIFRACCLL
# Redox H2O2 prof: compounds producing H2O2 with reducing agent – biochemical, NIH compound library profiling, artefact control for MLSCN library redox annotation, primary screen. DTT-dependent redox cycling H2O2, phenol red/HRP absorbance; 100% = 100 µM peroxide control, 0% = buffer. activation, % at 10 µM. 200,000 compounds, 0.03% hits. AID 878;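 active = activation of at least 50% relative to the plate's high and low controls in the primary single-dose screen; inactive = activation below 50%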;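 note: compound incubated with DTT at 0.8 mM final as the reducing agent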
# G6PDH counter: L. mesenteroides G6PDH inhibition counter-screen; Purified L. mesenteroides G6PDH, diaphorase/resazurin coupled fluorescence, 45 min; inhibition, % at 5 µM; 200,000 compounds, 0.12% hits; AID 1020
# TLR4-MyD88 BLA: inhibitors of human TLR4-MyD88 binding. HeLa CL3-4 TLR4/MyD88 BLA complementation, FRET ratio. inhibition, % at 8.4 µM. 200,000 compounds, 0.18% hits. AID 861; in the data active = inhibition above about 25%;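 note: 0% = vehicle and 100% = reference inhibitor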
# S1P3 antagonist: blocks the human S1P3 receptor. 170,000 compounds, 0.27% hits. Q99500. inhibition, % at 4.98 µM. CHO S1P3 NFAT-BLA reporter, FRET fluorescence, antagonist mode;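 active = inhibition above the plate cutoff, the mean inhibition of test wells on that plate plus 3 SD, cut at about 28% in these data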;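 note: cells challenged with S1P at its EC80 of 0.8 µM; blue over green emission ratio from cleaved BLA substrate after 4 h stimulation; 0% = S1P-stimulated wells and 100% = unstimulated DMSO-only wells; some compounds past the cut are filed as inactive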
# Target sequence (Q99500 whole entry, looked up): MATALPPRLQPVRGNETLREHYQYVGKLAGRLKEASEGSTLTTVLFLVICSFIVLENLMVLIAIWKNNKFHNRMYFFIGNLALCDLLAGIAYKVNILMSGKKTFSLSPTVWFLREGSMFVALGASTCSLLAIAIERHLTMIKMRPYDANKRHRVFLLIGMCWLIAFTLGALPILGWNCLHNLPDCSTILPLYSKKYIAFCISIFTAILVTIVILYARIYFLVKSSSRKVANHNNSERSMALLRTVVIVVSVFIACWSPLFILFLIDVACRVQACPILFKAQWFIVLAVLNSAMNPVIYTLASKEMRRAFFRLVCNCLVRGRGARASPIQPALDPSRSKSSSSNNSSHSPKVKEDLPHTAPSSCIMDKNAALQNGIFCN
# Diaphorase act: activates diaphorase or chemically reduces, flagging diaphorase assay artifacts | 190,000 compounds, 0.005% hits | activation factor at 20 µM | Diaphorase/resazurin coupled assay, resorufin fluorescence, 16 min; hits give high values; 1 = vehicle wells, 0 = NADH-free wells;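 active = diaphorase activity raised at least twofold by the compound at 20 µM; inactive = activation factor below 2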
#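 Test system: Clostridium kluyveri diaphorase, purified enzyme. Buffer or medium: 50 mM HEPES pH 7.4 buffer plus MgCl2 and Tween 20. Also added: 0.114 mM NADH and 0.1 mM resazurin, final amounts. Dosing: compound 20 µM once, DMSO 1%. Schedule: 16 min enzyme reaction, ambient temperature. Detection: fluorescence of resorufin, 544 nm excitation, 590 nm emission.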
# PMI act satM6P: PMI (human) activation, high substrate | P34949 | coupled PMI enzyme assay, resazurin fluorescence, 20 min; hits give high values; 1 = untreated enzyme, 0 = substrate-free blank | activation factor at 20 µM | 190,000 compounds, 0.34% hits;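 active = activation factor of 2 or more at 20 µM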
#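 Material: human phosphomannose isomerase with PGI, G6PDH, diaphorase coupling enzymes / Reagent: Man-6-P substrate 1.0 mM / Dosing: single compound dose of 20 µM, 1% DMSO final / Incubation: enzyme reaction with compound 20 min at room temperature / Signal: resorufin fluorescence (Ex 544/Em 590 nm) from resazurin via diaphorase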
# L major viab: Leishmania major promastigote growth inhibition. Leishmania major promastigotes, resazurin fluorescence viability. inhibition, % at 10 µM. 200,000 compounds, 9% hits;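 note: promastigotes grown with compound for 44 hours at 28 °C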
# Diaph inh CS: diaphorase inhibition or chemical oxidation counter-screen; AID 1217; inhibition, % at 20 µM; diaphorase resazurin-to-resorufin fluorescence, NADH, 16 min; bacterial (C. kluyveri) enzyme, not human; 190,000 compounds, 0.69% hits;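 active = primary screen inhibition at 20 µM above a set limit, cut at about 50% in these data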;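 note: plate controls were DMSO with full reaction for no effect and wells lacking NADH for full effect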
#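 Test system: Clostridium kluyveri diaphorase enzyme / Quantity: diaphorase at 0.14 U/mL in enzyme working solution / Incubation: 16-min room-temperature incubation before reading / Benchmarks: NADH-free wells as positive control, DMSO-only neutral wells / Signal: resorufin fluorescence 544/590 nm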
# RAM inhibit: yeast RAM network inhibition. S. cerevisiae dse1pr::URA3 reporter, 5-FOA growth OD615, 2 d; analog-sensitive cbk1-as2 kinase mutant strain. inhibition, % at 50 µM. 190,000 compounds, 1.8% hits;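 active = inhibition above a set limit, 3 SD over mean compound inhibition, cut at about 8.4% in these data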;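 note: 0% = DMSO-only wells with no growth and 100% = 10 µM 1-NA-PP1 full growth; inhibition rescues growth on 5-FOA so higher OD means more RAM inhibition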
# Numbers without * were called inactive; · = not tested or not shown. Cut-off read from the data, not from the text of the source, unless noted: active = inhibition above about 50%; inactive = the rest.
SMILES,Hsp70 act,PMI act,Redox H2O2 prof,G6PDH counter,TLR4-MyD88 BLA,S1P3 antagonist,Diaphorase act,PMI act satM6P,L major viab,Diaph inh CS,RAM inhibit
Cc1nc(SCc2cccc(Oc3ccccc3)c2)n[nH]1,0.1,1,-3.2,1,0,·,0.9,1,14,13,0.3
COCCCn1cc(C(=O)c2cc(Br)ccc2O)cc(C#N)c1=O,-0.1,1.1,-0.1,12,5,7,0.9,1,11,5,4.5
CCC(=O)Nc1c2c(nn1-c1cccc(Cl)c1)CSC2,-0.2,1,0.6,10,-7,-24,0.9,0.9,-6,9,2.8
CCCC1Cc2nc(N3CCCCC3)c(C#N)cc2CO1 (stereo not drawn),-0.2,1,-0.9,1,26*,-60,1,1,1,0,0.7
Cc1nc(-c2nc(-c3c(C(=O)NN)noc3C)cs2)cs1,-0.1,1.1,-1.6,0,5,-14,0.9,1,-3,6,1.2
Cc1ccccc1-c1nc(CS(=O)(=O)CC(=O)N2CCc3ccccc3C2)c(C)o1,-0.2,0.9,0.1,-11,-14,1,0.8,0.9,29,18,3.5
O=C(c1ccc2c(=O)n(C3CCCC3)c(=S)[nH]c2c1)N1CCN(C2CCCCC2)CC1,-0.3,0.9,1.6,-2,6,4,0.8,0.8,-1,24,-0.3
CCS(=O)(=O)CCSc1nc2c(cc1C#N)CCCC2,-0.1,0.9,0.8,9,5,-18,1,1,14,1,-0.3
CN(C)CCNC(=O)COc1cccc(Cl)c1,-0.3,1.1,-2.3,-4,10,-2,0.9,1.1,-5,11,3.9
O=[N+]([O-])c1cccc(-c2nc(-c3ccncc3)no2)c1,0.3,0.9,-3.7,3,1,·,0.8,0.9,14,16,1.6
Cc1ccc(NC(=O)Cn2nc([N+](=O)[O-])c(Br)c2C)cc1C,-0.5,1,2.4,5,-10,·,0.9,0.9,-3,11,1.9
Nc1c(-c2ccccc2)c(CN2CCOCC2)nn1-c1ccc(F)cc1,-0.2,1,1.6,-4,-10,4,0.9,1.1,-3,6,2.1
COc1ccc(CN2CCCC(C(=O)c3ccc(SC)cc3)C2)cc1Cn1cccn1 (stereo not drawn),-0.5,0.9,-1.5,0,4,-3,0.8,0.9,90*,21,0.4
Cc1c(C(=O)O)sc2nc3n(c(=O)c12)CCC3,-0.3,1.1,-0.6,-3,7,-17,0.7,1,-9,32,0.3
COc1ccccc1OCc1ccc(C(=O)N2CCN(C)CC2)o1,-0.4,0.9,-0.1,0,-3,-2,1,0.9,-7,4,-0.5
COc1ccc(F)cc1S(=O)(=O)N1CCCN(S(=O)(=O)c2cc(F)ccc2OC)CC1,0.1,0.9,-0.9,-2,-3,2,0.9,1,0,12,2.5
CC(=O)Nc1c(C(=O)N2CCCCCC2)cnn1-c1ccccc1,-0.2,1,-1.1,2,-1,·,1,1,-3,3,0.1
CC(=O)Nc1ccc(CN2CCCC(CCC(=O)NCc3ccccc3F)C2)cc1 (stereo not drawn),0.1,1,-2.3,-1,-9,-14,1,1,-3,1,1.1
COC(=O)[C@@H](NC(=O)NCc1cccs1)C(C)C,-0.1,1,0.5,12,-5,-26,1,1,7,-3,0.2
COc1ccc(C(=O)OCC(=O)Nc2nc3c(F)c(F)c(F)cc3s2)cc1OC,1.3,1.1,-0.2,12,2,-4,1,1.1,0,-2,1.5
CC(=O)c1sc(NC(=O)CCCOc2ccc(Cl)cc2)nc1C,-0.1,0.9,0.8,25,-4,14,1.1,1,-6,-8,4.8
Cc1ccc(NC(=S)NC(=O)/C=C/c2ccc(Cl)cc2)cc1,-0.3,0.9,-0.1,16,6,0,1,1,-9,3,2.6
CCN(Cc1ccccc1)C1CCN(Cc2ccc(SC)cc2)CC1,0.1,1.1,-1.1,1,-5,6,0.9,1.1,85*,13,-0.1
O=C(c1ccc(CNc2c(N3CCCC3)c(=O)c2=O)cc1)N1CCc2ccccc2C1,-0.2,0.8,-0.1,1,0,11,0.9,0.8,-2,14,1.2
CC(C)COP(=O)(OCC(C)C)C(Nc1ccccc1)c1ccc(F)cc1 (stereo not drawn),-0.1,0.9,0.1,12,7,3,0.8,0.8,93*,20,1.2
COc1ccc(Oc2ccccc2/C=C/C(=O)O)cc1,-0.2,0.9,2.0,-21,-5,·,0.8,1,-12,16,4.0
CCCCn1c(N)c(N2CCOCC2)c(=O)n(CC(=O)NCCc2ccccc2)c1=O,-0.1,1.1,-0.9,2,-8,-8,1,1.1,2,0,-0.5
O=C(NC1(C(F)(F)F)N=C(c2ccccc2)NC1=O)c1ccccc1 (stereo not drawn),-0.4,0.9,-0.8,7,-14,-3,0.9,1,-4,7,2.1
Cn1ncc2c(N3CCC(Cc4ccccc4)CC3)ncnc21,0.1,0.9,-1.7,10,-1,-6,0.9,1,10,14,0.1
CCOC(=O)CC(=O)CSc1nc(N)c(C#N)c(-c2ccc(F)cc2)c1C#N,-0.2,1,-0.8,-4,13,·,0.8,1,2,23,7.9

# TLR4-MyD88 BLA, hit marks shown above
compound | Hsp70 act | PMI act | Redox H2O2 prof | TLR4-MyD88 BLA | S1P3 antagonist | Diaphorase act | PMI act satM6P | RAM inhibit
CCCC1Cc2nc(N3CCCCC3)c(C#N)cc2CO1 (stereo not drawn) | -0.2 | 1 | -0.9 | 26* | -60 | 1 | 1 | 0.7

# The main list resumes with the 2 entries that preceded the break.
SMILES,Hsp70 act,PMI act,Redox H2O2 prof,G6PDH counter,TLR4-MyD88 BLA,S1P3 antagonist,Diaphorase act,PMI act satM6P,L major viab,Diaph inh CS,RAM inhibit
Cn1ncc2c(N3CCC(Cc4ccccc4)CC3)ncnc21,0.1,0.9,-1.7,10,-1,-6,0.9,1,10,14,0.1
CCOC(=O)CC(=O)CSc1nc(N)c(C#N)c(-c2ccc(F)cc2)c1C#N,-0.2,1,-0.8,-4,13,·,0.8,1,2,23,7.9
COc1cc(O)oc1C=Nc1ccc(C(=O)O)cc1,-0.2,1.2,-2.3,1,-7,-12,1,1.1,-1,4,2.0
Cc1nc(CC(=O)NNS(=O)(=O)c2ccc(F)c(Cl)c2)cs1,0.1,1.1,0.0,10,-5,-17,0.9,1.1,-7,10,0.0
COC(=O)c1cc(C(=O)Nc2nnc(C3CC3)s2)cc([N+](=O)[O-])c1,-0.3,1.1,-0.3,5,2,-7,1,1.1,-8,0,2.1
CC1Oc2ccccc2N(Cc2ccccc2F)C1=O (stereo not drawn),-0.1,1,-1.0,11,8,-16,0.9,1,-4,13,-0.1
COc1ccc(NC(=O)Nc2ccc(OCC(=O)N3CCOCC3)cc2)cc1OC,-0.2,1,-0.4,1,-16,-28,0.9,0.8,-2,7,0.4
Cc1ccc2[nH]c(=O)c(CN(CC3COCCO3)C(=O)Nc3ccccc3C)cc2c1 (stereo not drawn),0.2,1,-0.6,10,-15,-4,0.9,1,4,7,0.6
COC(=O)CC1=Nc2ccccc2NC(=O)C1,-0.3,0.9,4.1,-3,0,-20,0.9,0.9,-10,11,-0.4
COC(=O)Cc1ccc(NC(=S)Nc2cccc(C)n2)cc1,0.7,0.8,-1.1,11,-6,-3,0.7,0.8,1,29,3.6
CN(C[C@@H](Cc1cccc2ccccc12)N(C[C@H](Cc1ccccc1)N(CCc1ccccc1)N=O)N=O)N=O,-0.1,0.9,1.8,4,-12,6,0.7,0.8,28,26,6.5
S=C(NCCSCc1c(Cl)cccc1Cl)Nc1ccccc1,-0.3,0.9,1.8,6,12,·,0.7,0.8,17,28,6.2
O=c1c(Cc2ccc(F)cc2)c(O)ccn1C1CCCCC1,-0.2,0.9,-2.3,-6,-5,·,0.9,0.9,6,13,2.7
O=C(CCN1C(=O)c2ccccc2C1=O)Nc1ccccc1C(=O)N1CCOCC1,-0.1,0.9,-3.4,2,-3,·,0.9,0.9,-2,14,0.1
CC(=O)C1=C(O)C(=O)N(Cc2ccco2)C1c1cccc(F)c1 (stereo not drawn),-0.2,1.2,-0.1,6,-2,-1,1,1.1,-7,2,4.4
Cc1nc(SC2CC(=O)N(c3ccc([N+](=O)[O-])cc3)C2=O)nc2c1CCCC2 (stereo not drawn),0.0,0.8,0.2,5,1,·,0.9,0.9,-8,13,1.7
CCC(NC(=O)CCl)c1ccc(C)cc1 (stereo not drawn),-0.3,1.1,-0.3,3,-15,0,1,1,-4,2,1.4
CCCCNc1nc2c(c(=O)n(C)c(=O)n2C)n1Cc1cccc(OC)c1,-0.3,1,0.1,-5,-4,·,0.9,0.9,4,15,1.1
CCCOc1ccccc1C(=O)N(Cc1cccs1)C1CCS(=O)(=O)C1 (stereo not drawn),-0.3,1,-0.5,5,-3,-9,0.9,1,2,7,-0.4
COc1cc(/C=N/N2CCN(C3c4ccccc4-c4ccccc43)CC2)ccc1O,-0.1,0.8,1.6,-20,6,·,0.8,0.7,2,22,-0.9
COc1ccc(C(=O)n2nc(C)cc2Nc2ccccc2)cc1,0.1,1,0.2,1,-2,·,0.9,1,1,14,0.4
Cc1ccccc1NS(=O)(=O)c1cc(C(=O)NCCSC2CCCCC2)ccc1C,-0.1,0.9,-3.6,-4,5,·,0.8,0.9,100*,21,13*
Cc1cc(NC(=O)CSc2nnc(-c3ccncc3)n2-c2ccccc2)no1,0.3,1.2,-0.1,10,0,-23,1,1.2,24,4,2.2
COc1ccc(-c2cc(C(F)F)n3ncc(C(=O)N4CCc5ccccc54)c3n2)cc1,0.0,1,0.5,9,1,-6,0.9,1,29,15,1.6
O=C(NCC1CCCO1)c1ccc(Cl)c(F)c1F (stereo not drawn),-0.3,0.9,0.3,-1,-2,-14,0.9,1,-6,7,0.8
CC1CCCN(CCCOc2ccccc2-c2ccccc2)C1 (stereo not drawn),-0.1,1.1,-0.5,9,1,-8,0.9,1.1,94*,14,-0.1
O=C(CSC1=NCCN1)NC1CCCCCC1,-0.3,0.9,0.2,14,-5,·,0.9,0.9,22,12,-0.5
COc1ccccc1C(=O)NC(=O)CSc1cccc[n+]1[O-],0.2,1.1,-0.1,3,-1,-2,1,1.1,-6,0,-0.2
FC(F)(F)c1cccc(NC(=S)NC(c2ccccc2)c2ccccc2)c1,-0.2,0.9,1.5,-3,16,45*,0.9,1.1,8,9,16*
CCOC(=O)c1cccnc1SC(CC)C(=O)NCc1ccco1 (stereo not drawn),-0.3,1,0.0,6,9,·,0.9,1,6,6,1.0

# An unsorted share of the library. Share with any hit: about 12%.
